ERG Ets-DNA blk: qHTS for Small Molecule Inhibitors of the ERG Ets/DNA interaction; Transcriptional regulator ERG (Homo sapiens), P11308; fluorescence polarization, His-ERG Ets domain / labelled DNA; Potency, µM (doses to about 76.9 µM), for inactives: top-dose FP activity, negative = inhibition, actives largely listed as inhibitors; 370,000 compounds, 0.028% hits; AID 624246, 2012; active means well fitted inhibition curve with a large enough effect in the polarisation, with a control signal flat; inconclusive means small, poorly fitted or top-dose-only effect, or effect the other way, or a change in a side signal; inactive means no such curve, though single readings can be large or run the other way; the % refers to the polarisation;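 further: polarization taken with two DNA probes labelled with fluorescein and Texas red; potency means the concentration at half of the fitted maximal effect; % of control where 0% means no effect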
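His-tagged ERG Ets domain (1 uM in the protein solution; 300mM KCl, 50mM Tris-HCl, 1mM EDTA, 1mM DTT, pH 7.5) received compound, then a probe mix of 5 nM fluorescein-DNA and 100nM Texas-615-DNA. Fluorescence polarization was read for both dyes.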
GLS inh: qHTS for Inhibitors of Glutaminase (GLS); GLS enzymatic activity, qHTS titration; Potency, µM (highest dose often 45.5 µM), for the others: at the top dose activity change, negative = inhibition, usual class: inhibitors; 410,000 compounds, 0.21% hits; further: potency means the concentration at half of the fitted maximal effect; on the % scale 0 is the no-effect control and ±100 the full control effect
Target sequence (O94925 whole entry, looked up): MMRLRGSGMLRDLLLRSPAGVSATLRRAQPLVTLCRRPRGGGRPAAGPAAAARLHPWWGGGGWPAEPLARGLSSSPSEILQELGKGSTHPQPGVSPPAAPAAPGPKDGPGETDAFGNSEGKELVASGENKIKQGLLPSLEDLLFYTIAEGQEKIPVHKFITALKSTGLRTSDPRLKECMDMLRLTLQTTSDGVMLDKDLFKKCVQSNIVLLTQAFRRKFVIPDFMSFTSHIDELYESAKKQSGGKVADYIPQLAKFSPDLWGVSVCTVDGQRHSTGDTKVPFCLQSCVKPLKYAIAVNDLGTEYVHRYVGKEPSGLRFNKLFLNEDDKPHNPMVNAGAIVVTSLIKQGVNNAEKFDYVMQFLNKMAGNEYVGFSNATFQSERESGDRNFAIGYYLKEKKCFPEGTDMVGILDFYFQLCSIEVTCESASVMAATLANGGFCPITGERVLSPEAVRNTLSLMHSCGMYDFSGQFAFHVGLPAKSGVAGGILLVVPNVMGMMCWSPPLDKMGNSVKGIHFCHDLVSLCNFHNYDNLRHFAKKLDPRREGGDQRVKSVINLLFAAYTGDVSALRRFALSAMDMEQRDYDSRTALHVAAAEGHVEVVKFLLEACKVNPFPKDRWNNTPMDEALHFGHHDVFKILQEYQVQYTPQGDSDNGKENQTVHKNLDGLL
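Read-out is an Amplex red fluorescence increase coupled through glutamate oxidase and HRP, measured before and after 30 min room-temperature incubation. hKGA is in 45 mM KH2PO4 (pH 8.2) with 0.02% Tween-20; glutamine added as 1mM solution.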
ALOX12 inh: Primary qHTS assay for inhibitors of human arachidonate 12S-lipoxygenase (ALOX12): Round 2. AID 1671190, 2021. 580,000 compounds, 1.1% hits. purified 12hLO, xylenol orange hydroperoxide absorbance. Polyunsaturated fatty acid lipoxygenase ALOX12 (Homo sapiens), P18054. Potency, µM (series often up to 108 µM), for the others: top-dose activity change, negative = inhibition, usual class: inhibitors; further: potency means the concentration at half of the fitted maximal effect; on the % scale 0 is the no-effect control and ±100 the full control effect
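Hydroperoxide product was detected by ferrous iron/xylenol orange as the 573 to 405 nm absorbance ratio. Arachidonic acid at 40 uM (final) was turned over for 30 min at room temperature by 150 nM human 12hLO, pH 7.0 Hepes buffer, after 15 min compound preincubation.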
G9a block: qHTS Assay for Inhibitors of Histone Lysine Methyltransferase G9a | Histone-lysine N-methyltransferase EHMT2 (Homo sapiens), Q96KQ7 | AID 504332, 2011 | G9a H3K9 monomethylation, AlphaScreen, 2 h | Potency, µM (doses to about 102 µM), without a hit: at the top dose activity, negative = inhibition, hits mostly inhibitors | 350,000 compounds, 8.8% hits; further: potency means the concentration at half of the fitted maximal effect; on the % scale 0 is the no-effect control and ±100 the full control effect; nearly all actives have a fitted effect of over 75% in size
Target sequence (Q96KQ7 913-1193 limits assumed): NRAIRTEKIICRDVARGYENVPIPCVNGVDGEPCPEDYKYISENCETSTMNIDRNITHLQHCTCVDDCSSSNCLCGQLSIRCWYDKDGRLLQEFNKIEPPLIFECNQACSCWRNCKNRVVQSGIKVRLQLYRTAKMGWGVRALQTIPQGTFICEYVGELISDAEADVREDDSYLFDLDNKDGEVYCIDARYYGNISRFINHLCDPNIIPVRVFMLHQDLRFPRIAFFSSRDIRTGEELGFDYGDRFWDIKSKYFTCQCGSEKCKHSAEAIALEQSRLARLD
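Chemiluminescent proximity detection of H3K9 monomethylation, read after 10 min bead incubation in the dark. Reaction: 20 nM G9a, 500 nM biotin-H3K9 peptide, 20 uM SAM cofactor, 2 h, room temperature, following 15 min enzyme-compound preincubation.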
RGS4 inhibitor: Inhibitors of Regulator of G Protein Signaling (RGS) 4: qHTS; Regulator of G-protein signaling 4 (Homo sapiens), P49798; Transcreener GDP fluorescence polarization, RGS4-accelerated GTP hydrolysis; Potency, µM (titrated, usually from 114 µM), for inactives: at the top dose activity change, negative = inhibition, most hits filed as inhibitors; 390,000 compounds, 0.039% hits; further: potency means the concentration at half of the fitted maximal effect; on the % scale 0 is the no-effect control and ±100 the full control effect; nearly all actives have a fitted effect of over 75% in size; some results filed as inactive show a strong effect at the top dose
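MLSMR compounds (23 nl, pin-transferred) preincubated 10 min at room temperature with a 500nM (2x) first reagent, then RGS4 at 900nM (2x) plus Transcreener GDP mix added; fluorescence polarization (620/688 nm) read before and after 90 min at 30 °C.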
BAZ2B inh: qHTS Assay for Inhibitors of BAZ2B; AlphaScreen BAZ2B-H3K14Ac peptide displacement; Potency, µM (series often up to 114 µM), inactives show at the top dose activity change, negative = inhibition, usual class: inhibitors; 360,000 compounds, 4.4% hits; AID 504333, 2011; further: potency means the concentration at half of the fitted maximal effect; on the % scale 0 is the no-effect control and ±100 the full control effect; nearly all actives have a fitted effect of over 60% in size
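AlphaScreen displacement of biotin-H3(5-23)K14Ac peptide (50 nM final) from BAZ2B (50 nM final) in PBS pH 7.4, 0.01% Tween-20; complex preformed 30 min RT, then compounds (top 110 uM) 30 min RT, beads 20 min dark.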
HP1b binding inh: HTS for Inhibitors of HP1-beta Chromodomain Interactions with Methylated Histone Tails. 390,000 compounds, 0.56% hits. Potency, µM (doses to about 114 µM), for inactives: at the highest dose activity change, negative = inhibition, hits mostly inhibitors. AlphaScreen HP1-beta / biotin-H3K9me3 peptide binding; further: potency means the concentration at half of the fitted maximal effect; nearly all actives have a fitted effect of over 70% in size; inactives centre near 23
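Compound inhibition of the preformed complex between 50 nM HP1-beta and 50 nM biotinylated H3K9me3 peptide was read by AlphaScreen. Buffer was PBS pH 7.4 with 0.01% Tween-20. Incubations ran 30 min at room temperature, with 10 ug/mL donor/acceptor beads.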
PI4K2A block: qHTS for small molecular inhibitors of PI4K2A. Phosphatidylinositol 4-kinase type 2-alpha (Homo sapiens), Q9BTU6. purified PI4K2A, ADP-Glo luminescence, 1 h; stronger effect = lower value. activity change, negative = inhibition, % at 76.9 µM. 420,000 compounds, 0.13% hits; in the data active means activity change below about -50%; inconclusive means mostly about -30% to -49%;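 further: -100% = wells without enzyme as full effect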
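Compounds are screened against recombinant PI4K2A using PI as substrate and ATP, the latter dispensed at 300 microM. Reactions run one hour at ambient temperature before ADP-Glo detection; full inhibition defined by wells lacking enzyme.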
JMJD2A Tudor: qHTS Assay for Inhibitors of JMJD2A-Tudor Domain. Potency, µM (titrated, usually from 114 µM), for the others: top-dose activity change, negative = inhibition, hits mostly inhibitors. AlphaScreen JMJD2A-Tudor / H3K4me3 peptide binding. AID 504339, 2011. Lysine-specific demethylase 4A (Homo sapiens), O75164. 390,000 compounds, 4.4% hits; further: potency means the concentration at half of the fitted maximal effect; on the % scale 0 is the no-effect control and ±100 the full control effect; nearly all actives have a fitted effect of over 50% in size
Numbers without * were called inactive; i = inactive; ? = inconclusive; / = no result given; & = joins results of further samples; [ ] = another dose, or the depositor's remark. Unless noted, the call rests on the fitted dose curve; in most records, active means well fitted curve in the direction sought with a large enough effect; inconclusive means small, poorly fitted or top-dose-only effect, or another doubt; inactive means no such curve, though single readings can be large; an effect the other way counts as inactive or inconclusive. The list is partial; rates above refer to the full screens.

ERG Ets-DNA blk,GLS inh,ALOX12 inh,G9a block,RGS4 inhibitor,BAZ2B inh,HP1b binding inh,PI4K2A block,JMJD2A Tudor,molecule
-4%,0%,2%&-13%,-36%[59 µM],26%,-7%,26%,-3,-16%,COc1cc(Cl)c(NC(=O)c2cc(S(=O)(=O)N3CCCCC3)c[nH]2)c(OC)c1
2%,14%,-18%,6%,11%,-6%[57.1 µM],18%,1,-11%,COCC1CCCCN1C(=O)c1ccc(OC2CCN(CCc3ccccc3)CC2)cc1 (stereo unspecified)
-8%,3%,-29%,6%[59 µM],37%,3%,15%[57 µM],-3,-17%,CSc1ccc(CCNC(=O)c2cc3cc(S(=O)(=O)N4CCCCC4)ccc3n2C)cc1
0%,-6%,?,15%[59 µM],22%,13%,60%[activator],-4,0%,CC(C)CCNc1ncnc2c1cnn2-c1cccc(Cl)c1
-8%,1%,-9%,8%[59 µM],19%,1%,15%,0,-7%,O=C(Cn1ccc2ccccc2c1=O)NCC1COc2ccccc2O1 (stereo unspecified)
/,17%,-24%,40%[12.7 µM],6%,-34%,17%,0,?,CCOc1cc(CNc2ccccc2)cc(Br)c1OCC(=O)NC(C)(C)C
14%,-3%,-21%,7%,-9%,-1%,20%,-5,-6%,CC(C(=O)Nc1ccc(Cl)cc1Cl)N1C(=O)NC2(CCCC2)C1=O (stereo unspecified)
-9%,11%,?,?,10%,5%,13%,3,-18%,Cc1ccc2nc(NC(=O)c3cc(-c4ccco4)nc4ccccc34)sc2c1
0%,-1%,-18%,11%[2.33 µM],-25%,0%,15%,7,-7%,COc1ccc(S(=O)(=O)N2CCCCCC2)cc1C(=O)N(C)CC(=O)Nc1ccccc1Cl
13%,2%,3%,28%,5%,3%,25%,-12,-7%,CC1=NN(C(=O)c2ccoc2C)C(O)(C(F)(F)F)C1 (stereo unspecified)
-8%,-2%,13%,-6%,11%[11.4 µM],-2%,74%[activator],1,-7%,CCN1CCN(S(=O)(=O)c2ccc(-c3cc(C)no3)s2)CC1
4%,-2%,-26%,1%,-11%,-11%,13%,-10,-9%,CC[C@H](C)[C@H](NC(N)=O)C(=O)NNC(=O)c1ccc(COc2cccc3cccnc23)cc1
4%,-6%,-20%,28µM*,-51%,18µM*,?,-18,?,COC(=O)C1=C(C)N(Cc2ccccc2)C(=O)/C1=C\c1ccco1
2%,10%,-26%,?,-26%,?,-11%,-2,?,CCCCCC(=O)Nc1nc(C)c(-c2csc(Nc3cc(Cl)ccc3C)n2)s1
3%,1%,6%,?,21%,5%,43%[activator],-1,-7%,CC(CN1CCCC1)OC(=O)Cc1ccc(Cl)cc1 (stereo unspecified)
-7%,1%,9%,-10%,25%,-30%,16%,-9,-29%,COc1ccc(S(=O)(=O)NCC(c2cccnc2)N2CCN(Cc3ccccc3)CC2)cc1C (stereo unspecified)
0%,-8%,-4%,?,2%,?,27%,7,-28%,CCOc1ccc(NC(=O)c2cccc3c2C(=O)N(Cc2cccnc2)C3)cc1
3%,3%,0%,5%[59 µM],-2%,-3%,2%,0,-5%,COc1ccccc1C(=O)Nc1ccc(C(=O)OCc2cc(=O)n3nc(C4CC4)sc3n2)cc1
0%,16%,?,-2%,0%,7%,-4%,0,-20%,O=C(NCC(=O)N1CCN(c2ccccc2O)CC1)c1ccc(Br)o1
11%,0%,7%,-1%,24%,/,17%,2,-3%,CN(CCO)c1cc(N(C)CCO)c([N+](=O)[O-])cc1[N+](=O)[O-]

Continuation:
ERG Ets-DNA blk,GLS inh,ALOX12 inh,G9a block,RGS4 inhibitor,BAZ2B inh,HP1b binding inh,PI4K2A block,JMJD2A Tudor,molecule
2%,7%,i,/,0%,-4%,30%,0,7%,O=C(Cc1nnc(NC(=O)Nc2ccccc2F)s1)NCc1ccccc1
-4%,14%,-25%[57.4 µM],56µM*,43%,-36%,15%,-3,-2%,Brc1c(CSc2nncn2-c2ccccc2)nc2ncccn12
-5%,-5%,-4%,23%[59 µM],-2%,9%,17%,4,-31%,C/C(=N/NC(=O)c1cc(-c2cccc([N+](=O)[O-])c2)n[nH]1)c1ccc(Cl)cc1
-1%,/,?,50µM*,-20%,-5%,38%,-4,1%,O=C(CN1CCOCC1)Nc1nc2ccc(Br)cc2s1
-4%,2%,?,7%[59 µM],-15%,15%,14%,1,-16%,O=C(COC(=O)c1cccnc1Nc1ccccc1F)NCc1ccc2c(c1)OCO2
-2%,1%,0%,71µM*,-28%,-4%,6%,-6,-10%,O=C(NC(=S)Nc1cc(Cl)ccc1O)c1cccc(Br)c1
5%,20%,9%,3%[59 µM],-4%,4%,49%[activator],0,-5%,NNC(=O)COc1ccc(C(F)(F)F)cc1
4%,-5%,16%,15%,-11%,0%,55%[activator],1,-7%,CSC1=NCCN1C(=O)Cc1ccc(F)cc1
/,13%,/,7%[12.7 µM],-36%,-39%,-31%,-1,?,COCCn1c(C)cc(C2=NNC(=Nc3ccc(OC)cc3)SC2)c1C
-5%,4%,4%,-7%[59 µM],11%,0%,22%,1,1%,COc1cccc(NC(=O)N2CCCC(C(=O)NCc3ccc(F)cc3)C2)c1 (stereo unspecified)
-1%,0%,6%,/,7%,/,16%,7,-11%,CCOC(=O)CSc1nnc(C)c(C)n1
-12%,4%,0%,-29%[12.7 µM],17%,4%,26%,-7,-30%,O=c1cc(-c2ccccc2)nc2nc(-c3ccco3)[nH]n12
-11%,2%,-3%,-1%,-31%,-12%,23%,-4,-10%,CC(C)C(=O)NC(=O)COC(=O)/C=C/c1cccs1
44%[activator],-9%,-25%,-27%[59 µM],-33%,31%,41%[activator],23,12%,Cc1onc(-c2ccccc2)c1-c1nc2ccccc2c(=O)o1
-5%,-1%,18%,?,-11%,-1%,22%,2,-10%,COc1cccc(-c2nc(CS(=O)CC(=O)NC3CC3)c(C)o2)c1 (stereo unspecified)
3%,14%,14%,8%[59 µM],-15%[11.4 µM],1%,12%,-6,-22%,CCOc1ccc(-c2n[nH]c(C(=O)NN)c2C)cc1
-1%,31%[activator],-31%,-2%[59 µM],-6%,/,41%[activator],-8,-27%,CCN(CC)S(=O)(=O)c1ccc2c(c1)c(=O)c(C(=O)N1CCN(c3cccc(C)c3)C(C)C1)cn2C (stereo unspecified)
2%,1%,-24%,50µM*,47%,56µM*,?,-2,20µM*,CCCCNCCCOc1ccc(C)cc1Br
4%,-10%,1%,3%,40%,-2%,42%[activator],4,-7%,CCOC(=O)N1CCN(C(=O)CSc2ccc(-c3ccccc3)nn2)CC1
13%,1%,16%,-29%,1%,-8%,16%,6,-14%,CC(=O)N[C@@H](Cc1c[nH]c2ccccc12)C(=O)OCC(=O)Nc1ccc(S(=O)(=O)N(C)C)cc1

Reprinted from the part before: two compounds; new compounds follow.
ERG Ets-DNA blk,GLS inh,ALOX12 inh,G9a block,RGS4 inhibitor,BAZ2B inh,HP1b binding inh,PI4K2A block,JMJD2A Tudor,molecule
4%,-10%,1%,3%,40%,-2%,42%[activator],4,-7%,CCOC(=O)N1CCN(C(=O)CSc2ccc(-c3ccccc3)nn2)CC1
13%,1%,16%,-29%,1%,-8%,16%,6,-14%,CC(=O)N[C@@H](Cc1c[nH]c2ccccc12)C(=O)OCC(=O)Nc1ccc(S(=O)(=O)N(C)C)cc1
10%,5%,?,50µM*,11%,?,-30%,0,?,COc1ccc(Cl)c2sc(N(CCN(C)C)C(=O)c3ccc4c(c3)OCCO4)nc12
-10%,1%,-13%,7%[2.33 µM],-2%,?,-17%,0,?,O=C(CCc1nc2sc3c(c2c(=O)[nH]1)CCCC3)Nc1ccccc1Cl
-6%,0%,18%,/,2%,/,36%,2,-27%,CN(Cc1ccc(OC(F)F)cc1)C(=O)c1cccc(S(=O)(=O)N2CCN(Cc3ccccc3)CC2)c1
10%,1%,3%,0%,-2%,-32%,42%[activator],5,-6%,CCn1c(NC(=O)C(C)C)c2ccccc2nc1=O
2%,-13%,107%[activator],/,-10%[56.9 µM],-8%,51%[activator],0,-16%,Cc1nc2cc(C(F)(F)F)ccc2n1C1CCN(CC(=O)N2CCCC2)CC1
0%,0%,?,10µM*,1%,?,23%,0,-27%,CCOc1ccc(NC(=S)NCc2ccc3c(c2)OCO3)cc1
-2%,21%,-13%,19%[2.33 µM],-2%,7%,39%,0,-10%,COc1cccc([C@@H]2CC=C(C(=O)O)[C@H](c3ccc(F)cc3)N2S(=O)(=O)c2ccc(C)cc2)c1
-13%,5%,?,63%[activator][59 µM],29%,?,12%,11,-22%,Cc1ccc(SCCNC(=S)Nc2ccc(C)c(C)c2)cc1
-11%,12%,?,35µM*,11%,-36%,-2%,0,?,Cc1nc(NC(=O)C23CC4CC(CC(C4)C2)C3)sc1Cc1ccc2c(c1)OCO2
-14%,15%,-10%,-26%,2%,-6%,22%,-3,?,O=C(CSc1nc(C(F)(F)F)cc(=O)[nH]1)Nc1nccs1

Assay outcomes as filed in PubChem.
